High-throughput results as filed in PubChem.
Caspase-7 inhib = caspase-7 (human) inhibition, allosteric or competitive; recombinant caspase-7, Ac-DEVD-AFC fluorescence rate; Potency, µM (highest dose often 57.5 µM), for the others: at the top dose activity change, negative = inhibition, hits mostly inhibitors; actives 0.02% (n = 75,000); P55210; active = well fitted inhibition curve with a large enough effect in the main read-out, with a control signal flat, not every such curve was filed as active; inconclusive = small, poorly fitted or top-dose-only effect, or a change in a side signal; note: potency is the fitted concentration of half-maximal effect; % of control where 0% means no effect
Target sequence (P55210 24-198 limits assumed): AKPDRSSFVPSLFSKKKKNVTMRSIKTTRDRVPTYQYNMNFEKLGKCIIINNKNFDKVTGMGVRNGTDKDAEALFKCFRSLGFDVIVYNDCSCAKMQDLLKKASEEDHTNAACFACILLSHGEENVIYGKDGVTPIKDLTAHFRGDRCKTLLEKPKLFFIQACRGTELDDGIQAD
Target sequence (P55210 207-303 limits assumed): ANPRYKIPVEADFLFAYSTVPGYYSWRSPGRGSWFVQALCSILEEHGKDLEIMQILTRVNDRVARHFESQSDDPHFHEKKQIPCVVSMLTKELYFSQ
Fluorescein autfl = compound autofluorescence in fluorescein spectral region | Compound autofluorescence, 480/540 nm, fluorescein-equivalent; hits give high values | max fluorescein-equivalent concentration, M | actives 0.91% (n = 59,000); in the data active = max fluorescein-equivalent concentration above about 10 nM; inconclusive = between about 1.1 nM and that limit
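Fluorescein stocks ranging 3 mM down to 300 nM, plus DMSO blanks, were pinned alongside compounds to build a per-plate standard curve. Buffer: 100 mM Tris, pH 8.0. Incubation 15 min, room temperature; filters 480/540 nm.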
HEK293 cAMP ctrl = counter-screen for TSHR agonists: cAMP increase in parental HEK293; parental HEK293 CNG cAMP sensor, membrane potential fluorescence; AID 938; actives 2.5% (n = 73,000); Potency, µM (highest dose often 57.1 µM), for inactives: top-dose activation, most hits filed as activators; note: potency is the fitted concentration of half-maximal effect; % of control where 0% means no effect; nearly all actives have a fitted effect of over 55% in size
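Parental HEK 293 cells stably expressing a modified CNG channel (no TSHR) report cAMP rise as membrane depolarization. Membrane potential dye with 100 uM RO 20-1724 was loaded for 60 min at room temperature, then compound added for 30 min; fluorescence read at 590 nm.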
Rhodamine fluor = rhodamine region autofluorescence; Rhodamine-region fluorescence, 547/598 nm, Tris buffer; hits give high values; max dye-equivalent concentration, M; actives 0.05% (n = 59,000); in the data active = max dye-equivalent concentration above about 11 nM; inconclusive = between about 1.1 nM and that limit
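Read-out is relative fluorescence at 547 nm excitation and 598 nm emission, expressed as dye-equivalent concentration using rhodamine standards on every plate. Each compound was profiled across a concentration series after 15 min in 100 mM Tris, pH 8.0.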
TexasRed autofl = compound fluoresces in the Texas Red spectral region; Compound fluorescence, Texas Red channel, 547/618 nm; hits give high values; max dye-equivalent concentration, M; actives 0.06% (n = 59,000); AID 587; in the data active = max dye-equivalent concentration above about 10 nM; inconclusive = between about 1.1 nM and that limit
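Compound titrations in 100 mM Tris pH 8.0 were incubated 15 min at room temperature and read at 547 nm excitation / 618 nm emission. Texas Red six-point standard curve on each plate converted fluorescence to dye-equivalent concentration.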
ERK AVP inh = vasopressin-driven ERK pathway inhibition | HEK293-V1b, vasopressin-stimulated pERK AlphaScreen | Potency, µM (top dose mostly 57.5 µM), for the others: at the top dose activity, negative = inhibition, most hits filed as inhibitors | actives 0.99% (n = 72,000) | AID 995; note: potency is the fitted concentration of half-maximal effect; % is set by controls: 0 for no effect and ±100 for the full control effect; nearly all actives have a fitted effect of over 55% in size
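V1b-HEK293 cells; cpd 30 min 37C; 25 nM vasopressin 5 min; lyse 10 min; AlphaScreen beads 5 hr RT. Normalized to DMSO basal and 25 nM vasopressin; AC50 by Hill fit.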
Caspase-1 inhib = allosteric or competitive inhibitors of human caspase-1 | P29466 | Caspase-1 enzyme, Ac-WEHD-AFC fluorogenic rate | Potency, µM (series often up to 57.5 µM), inactives show at the top dose activity change, negative = inhibition, most hits filed as inhibitors | actives 0.03% (n = 75,000) | AID 900;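 note: potency is the fitted concentration of half-maximal effect; plate controls were vehicle for no effect and no substrate for full effect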
Tau fil binding = tau filament binding | AID 596 | recombinant tau filaments, thioflavin S fluorescence, 15 h; filaments grown with octadecylsulfate alongside compound | Potency, µM (doses to about 57.1 µM), for the others: at the top dose activity change, negative = inhibition | actives 2% (n = 71,000);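 note: potency is the fitted concentration of half-maximal effect; % is set by controls: 0 for no effect and ±100 for the full control effect; actives lower thioflavin S fluorescence by blocking filaments or displacing dye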
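Thioflavine S fluorescence (ex 450, em 510 nm) reports filaments formed from 1 uM human tau plus 30 uM ODS over 15 h at 37 C (10 mM HEPES pH 7.4, 100 mM NaCl, 5 mM DTT); compounds displacing dye or blocking filaments lower signal.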
HADH2 inh = HADH2 (human) dehydrogenase inhibition; Q99714; recombinant HADH2, NADH fluorescence, beta-hydroxybutyryl-CoA; Potency, µM (doses to about 57.1 µM), without a hit: top-dose activity change, negative = inhibition, usual class: inhibitors; actives 3.4% (n = 73,000); AID 886; note: potency is the fitted concentration of half-maximal effect; % is set by controls: 0 for no effect and ±100 for the full control effect; nearly all actives have a fitted effect of over 60% in size; many of its hits are not listed in these tables
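Buffer 100 mM Tris-HCl pH 9.0/0.01% Tween-20; HADH2 20 nM; NAD+ 1 mM; beta-hydroxybutyryl-CoA 90 uM (all final). 15 min cpd preincubation, RT.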
USP2a inhib = inhibitors of human ubiquitin-specific protease USP2a; Potency, µM (titrated, usually from 38.3 µM), for inactives: at the highest dose activity change, negative = inhibition, most hits filed as inhibitors; actives 0.1% (n = 60,000); AID 927; USP2a enzymatic assay, qHTS inhibition; O75604;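 note: potency is the fitted concentration of half-maximal effect; nearly all actives have a fitted effect of over 60% in size; plate controls were DMSO for no effect and NEM full inhibition control for full effect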
Target sequence (O75604 whole entry, looked up): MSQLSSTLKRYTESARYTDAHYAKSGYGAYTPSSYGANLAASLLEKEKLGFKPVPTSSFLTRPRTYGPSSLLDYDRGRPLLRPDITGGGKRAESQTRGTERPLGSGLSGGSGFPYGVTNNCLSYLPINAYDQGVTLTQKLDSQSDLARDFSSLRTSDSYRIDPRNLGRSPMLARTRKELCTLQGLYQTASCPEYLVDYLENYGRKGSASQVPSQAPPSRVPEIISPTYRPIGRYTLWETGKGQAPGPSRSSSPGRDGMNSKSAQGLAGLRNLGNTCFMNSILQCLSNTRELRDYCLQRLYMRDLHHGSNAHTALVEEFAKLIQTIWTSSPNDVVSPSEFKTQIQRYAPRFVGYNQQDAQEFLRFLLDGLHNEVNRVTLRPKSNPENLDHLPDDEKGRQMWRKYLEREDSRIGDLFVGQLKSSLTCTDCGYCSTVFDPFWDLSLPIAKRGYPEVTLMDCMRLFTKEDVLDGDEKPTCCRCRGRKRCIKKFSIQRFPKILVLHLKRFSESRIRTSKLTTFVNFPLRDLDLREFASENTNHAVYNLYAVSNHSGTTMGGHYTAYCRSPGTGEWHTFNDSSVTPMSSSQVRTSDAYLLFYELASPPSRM
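Inhibition is measured in a cell-free coupled assay with 20 nM USP2 core, 20 nM Ub-PLA2 and 20 uM NBD C6-HPC, 2.5 h incubation. Activity normalized to NEM control.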
Luciferase inh = inhibitors of firefly luciferase | actives 2.2% (n = 72,000) | purified firefly luciferase, luminescence, 8 min | Potency, µM (top dose mostly 57.1 µM), for inactives: at the top dose activity change, negative = inhibition, hits mostly inhibitors | P08659; note: potency is the fitted concentration of half-maximal effect; % is set by controls: 0 for no effect and ±100 for the full control effect; nearly all actives have a fitted effect of over 40% in size
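Inhibition of light generation by firefly luciferase from ATP and luciferin was profiled with concentration-response curves per sample, ATP held at 10 uM within the enzyme's linear range. Plates were read by luminescence after an 8-minute ambient incubation.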
* = called active by the depositor; i = inactive; u = inconclusive; x = not tested or not shown; & = joins results of further samples; [ ] = remark or other dose. Unless noted, calls come from the whole dose curve; as a rule, active = well fitted curve in the direction sought with a large enough effect; inconclusive = small, poorly fitted or top-dose-only effect, or another doubt; inactive = no such curve, though single readings can be large; an effect the other way counts as inactive or inconclusive. Only part of the results is shown. The share of hits here may be higher or lower than overall.

canonical_smiles | Tau fil binding | HEK293 cAMP ctrl | USP2a inhib | Fluorescein autfl | ERK AVP inh | Luciferase inh | TexasRed autofl | Caspase-1 inhib | HADH2 inh | Caspase-7 inhib | Rhodamine fluor
CC(C)(C)OO | 1%&4% | 19%&18% | x | x | 9%&5% | x | x | -2%&-4% | 0%&-9% | 1%&0% | x
NC(=NCCC[C@@H](N)C(=O)O)N[N+](=O)[O-] | 1% | u | x | u | x | -9% | u | x | -6% | x | i
COc1ccc(NC(=O)N2CC3(CCN(C(=O)Oc4ccccc4)CC3)C2)cc1 | 7% | 2% | 13% | u | -17% | 1%[11.4 µM] | i | -5% | 0% | -9% | i
Brc1ccccc1-c1ccccc1 | -10% | 9% | x | x | u | x | x | 0% | 0% | -2% | x
COC(C)(C)C | -6% | -16% | x | x | 12% | x | x | -1% | -2% | 0% | x
C=CCn1c(O)c(C(CC)=Nc2ccc(N(CC)CC)cc2)c(=O)[nH]c1=O | -24% | 3% | 7% | i | 12% | 1% | u | 0% | -11% | 1% | i
N#CC1=C(N)Oc2c(c(=O)oc3ccccc23)C1c1cccnc1 (stereo unspecified) | -12% | 12% | -1% | i | 18% | 1% | u | 2% | -1% | -1% | i
Nc1ccccc1C(=O)O | -4% | 0% | x | x | 12% | x | x | -1% | 40µM* | 2% | x
Nc1ccc(Br)cc1 | -4% | 17% | x | x | 36%[activator] | x | x | -1% | -2% | 0% | x
ClCCOCCCl | -8% | -16% | x | x | 22% | x | x | -2% | 2% | -1% | x
CCCC/C=C/[C@@H](NP(=O)(c1ccccc1)c1ccccc1)c1ccccc1OC | 34% | 2µM* | x | x | -12% | x | x | -2% | 1% | -5% | x
CC(=O)C1C(=O)NC23CCCCC2C1c1ccccc1O3 (stereo unspecified) | -7% | 25% | 0% | i | -9% | 2% | u | 1% | 4% | -1% | i
Cc1ccc(-c2cn3c(=S)[nH]nc3s2)cc1 | 15% | -4% | 0% | i | 6% | -6% | i | -1% | 32µM* | 2% | i
Cc1ccccc1-n1c(O)c(C=Nc2ccc(N(C)C)cc2)c(=O)[nH]c1=O | u | -16% | 26% | x | u | -7% | x | -13% | 5µM* | -10% | x
Nc1ccc(Sc2ccc(N)cc2)cc1 | -18% | 13% | x | x | u | x | x | -4% | 0% | 1% | x
CCCCn1c(O)c(C(C)=NCCc2ccccc2)c(=O)[nH]c1=O | 14% | u | 12% | u | -24% | 0% | u | 1% | -5% | -3% | i
Cc1nc(N2CCN(Cc3ccccc3)CC2)nc2c1C(=O)CC(C)C2 (stereo unspecified) | 3% | 25% | 17% | i | u | 1% | i | -4% | -7% | -5% | i
CCS(=O)(=O)N1CCC(C(=O)N2CCC3(CC2)OCCO3)CC1 | 2% | -1% | -2% | i | 85%[activator] | 0% | i | 2% | 6% | 0% | i
CN1C(=O)c2ccccc2Sc2ccc(C(=O)N3CCC4(CC3)OCCO4)cc21 | -2% | 5% | 12% | i | 21% | 3% | i | -2% | 0% | -3% | i
OC(c1ccccc1)(c1ccccc1)C1CCNCC1 | 1%[25.6 µM] | 3%[25.6 µM] | -4%[17.1 µM] | i | 30%[25.7 µM] | -4%[25.5 µM] | u | -1%[25.7 µM] | 6%[25.6 µM] | 0%[25.7 µM] | i
C[N+](C)(C)CCCCCCCCCC[N+](C)(C)C | 2%[25.6 µM] | -8%[25.6 µM] | 10%[17.1 µM] | u | 6%[25.7 µM] | 2%[25.5 µM] | i | -15%[25.7 µM] | u | 1%[25.7 µM] | i
O=C(NCc1ccccn1)c1ccccc1Cl | 5% | 1% | -5% | u | 2% | -1% | u | 2% | 7% | 1% | i
O=C(CNS(=O)(=O)c1cccs1)N1CCC2(CC1)OCCO2 | -10% | 1% | 7% | i | 11% | 8% | i | 0% | -1% | 1% | i
COc1ccc(CC[n+]2cc(/N=C(\C)[O-])on2)cc1OC | -6% | 11% | 0% | i | -13% | 2% | i | 2% | -9% | 0% | i
CSc1nc2ccccc2n1C(=O)Oc1ccccc1 | 3% | 25µM* | -8% | i | u | -1% | i | -1% | -6% | 0% | i

Fetched by compound from above (3):
canonical_smiles | Tau fil binding | HEK293 cAMP ctrl | USP2a inhib | Fluorescein autfl | ERK AVP inh | Luciferase inh | TexasRed autofl | Caspase-1 inhib | HADH2 inh | Caspase-7 inhib | Rhodamine fluor
Nc1ccc(Sc2ccc(N)cc2)cc1 | -18% | 13% | x | x | u | x | x | -4% | 0% | 1% | x
CN1C(=O)c2ccccc2Sc2ccc(C(=O)N3CCC4(CC3)OCCO4)cc21 | -2% | 5% | 12% | i | 21% | 3% | i | -2% | 0% | -3% | i
O=C(NCc1ccccn1)c1ccccc1Cl | 5% | 1% | -5% | u | 2% | -1% | u | 2% | 7% | 1% | i

The main list resumes, repeating the 2 entries before the break.
canonical_smiles | Tau fil binding | HEK293 cAMP ctrl | USP2a inhib | Fluorescein autfl | ERK AVP inh | Luciferase inh | TexasRed autofl | Caspase-1 inhib | HADH2 inh | Caspase-7 inhib | Rhodamine fluor
COc1ccc(CC[n+]2cc(/N=C(\C)[O-])on2)cc1OC | -6% | 11% | 0% | i | -13% | 2% | i | 2% | -9% | 0% | i
CSc1nc2ccccc2n1C(=O)Oc1ccccc1 | 3% | 25µM* | -8% | i | u | -1% | i | -1% | -6% | 0% | i
O=C(O)CSCC(=O)O | 4%[11.4 µM] | 5%[11.4 µM] | x | u | -6%[11.5 µM] | 2%[11.4 µM] | i | 2%[11.5 µM] | -5%[11.4 µM] | 1%[11.5 µM] | i
COc1ccc2c(c[n+](C)c3c4cc5c(cc4ccc23)OCO5)c1OC | 32µM* | -35%[inhibitor] | u | u | u | 32µM* | u | 4% | 20µM* | -1% | i
C[C@H](N)c1cccc(Cl)c1Cl | -11% | 8% | 1% | u | 4% | -2% | i | 3% | 4% | -1% | i
CN(C)c1ccc(N)cc1 | 13µM* | 1% | x | x | u | x | x | -4% | -24% | -1% | x
CN1CCN(Cc2nc3ccccc3n2C)CC1 | -9% | 2% | 3% | i | -11% | 1% | i | -2% | 12% | 0% | i
COc1ncccc1C(=O)NCC(CC(=O)O)c1ccccc1 (stereo unspecified) | 0% | -2% | 1% | i | -2% | 0% | i | 3% | -2% | -4% | i
COc1ccc(-n2c(O)c(C(C)=NCCN3CCNCC3)c(=O)[nH]c2=O)cc1 | -2% | 15% | 0% | i | 2% | 2% | u | -3% | 2% | 0% | i
N[C@@H](Cc1c[nH]c2ccccc12)c1nnc(SCc2ccc(F)cc2)o1 | -20% | 16% | 27% | i | -29% | 3% | i | -6% | 17% | -11% | i
C[C@@H]1O[C@H](C[N+](C)(C)C)C[C@H]1O | 2% | 13% | 1% | i | -24% | 0% | i | -7% | -7% | -2% | i
CN(C)P1(N(C)C)=NC(C(F)(F)F)=NC(C(F)(F)F)=N1 | -4% | 0% | -3% | x | u | -3% | x | -1% | -1% | 1% | x
CCN1C(=O)c2ccccc2Sc2ccc(C(=O)N3CCC4(CC3)OCCO4)cc21 | 4% | 10% | 4% | i | -7% | 1% | u | 0% | 2% | 0% | i
C[N+]1([O-])[C@H]2CC[C@H]1CC(OC(=O)[C@@H](CO)c1ccccc1)C2 (stereo partly specified) | 5%[11.4 µM] | 5%[11.4 µM] | x | i | -27%[11.5 µM] | 3%[11.4 µM] | i | 1%[11.5 µM] | 7%[11.4 µM] | 1%[11.5 µM] | i
COc1ccc(S(=O)(=O)NCc2ccc(C(=O)N3CCC4(CC3)OCCO4)cc2)cc1 | -5% | 1% | 12% | i | -1% | -1% | i | -2% | 6% | 1% | i
N=c1n(CCO)c2ccccc2n1Cc1ccccc1 | -13% | u | 8% | i | 4% | 4% | i | 2% | 0% | -2% | i
CC(c1ccc(F)cc1)n1cc(C(=O)NCc2ccc3c(c2)OCO3)nn1 (stereo unspecified) | -6% | 16% | 6% | u | -10% | -2% | i | 1% | 6% | -1% | i
Nc1ccccc1 | 14% | 33% | x | x | 4% | x | x | 1% | 5% | -1% | x
Cc1ccc2cccc(OC(=O)N(C)c3ccccc3)c2n1 | -5% | 13% | 6% | x | -5% | 3% | x | 0% | -5% | -1% | x
COc1cccc2c1cc([N+](=O)[O-])c1c(C(=O)O)cc3c(c12)OCO3 | u | 25% | 0% | i | -3%&14% | -1%[11.4 µM] | i | -1%&-1% | -2% | -3%&-1% | i
CC(=O)O[C@H]1CC[C@H]2[C@@H]3CCC4=C[C@@H](C5SCCS5)[C@H](OC(C)=O)C[C@]4(C)[C@H]3CC[C@@]12C | -3%[11.4 µM] | -3%[11.4 µM] | x | u | -5%[11.5 µM] | 5%[11.4 µM] | i | 4%[11.5 µM] | 19%[11.4 µM] | -2%[11.5 µM] | i
